# Source: PubChem BioAssay
# mIAP activ: mouse IAP activation. muIAP, CDP-Star luminescence, 30 min; active compounds read high; 1 = vehicle-only enzyme signal, 0 = enzyme-free wells. activation factor at 10 µM. actives 0.24% (n = 330,000);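 active = activation factor of at least 2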; note: the source names both 10 and 20 µM as test concentration; values of inactives mirror those of a sister screen read the other way
#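 System: mouse IAP enzyme. Reagent: CDP-Star chemiluminescent phosphatase substrate. Benchmarks: DMSO wells, no-enzyme wells. Times: 30 min enzyme-substrate-compound incubation at room temperature. Detection: luminescence from enzymatic CDP-Star hydrolysis. Doses: test compounds delivered from DMSO solution.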
# beta cell repl: inducers of beta-cell replication in MIN6 cells; proliferation, % at 10 µM; actives 0.29% (n = 330,000); MIN6 cells proliferation, ATPlite luminescence, 48 h; cells starved in 0.2% serum; 100% = growth in 10% serum;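 active = compounds whose signal lies at least 3.5 SD above the mean of all wells on their plate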;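 note: 0% = DMSO-treated cells in low-serum medium and 100% = 10% serum control; some compounds called inactive have numbers as strong as hits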
# A3A deaminase: inhibitors of human APOBEC3A DNA deaminase. actives 0.41% (n = 330,000). AID 493011. P31941. recombinant A3A, FAM/TAMRA ssDNA deamination fluorescence. inhibition, % at 20 µM;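 active = at least 40% inhibition at 20 µM here, with at most 30% in a related deaminase screen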;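 note: plate controls were A3A with DMSO for no effect and wells lacking A3A enzyme for full effect; some results filed as inactive read as strong as hits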
# Target sequence (P31941 whole entry, looked up): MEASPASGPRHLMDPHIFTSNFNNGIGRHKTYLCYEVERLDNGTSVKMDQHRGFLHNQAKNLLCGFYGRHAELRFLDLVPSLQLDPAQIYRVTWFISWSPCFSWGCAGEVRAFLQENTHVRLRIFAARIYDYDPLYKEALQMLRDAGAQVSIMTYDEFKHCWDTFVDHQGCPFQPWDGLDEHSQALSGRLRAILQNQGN
# ATG4B inh: inhibitors of human ATG4B cysteine protease; inhibition, % at 8.33 µM; Q9Y4P1; actives 0.51% (n = 340,000); ATG4B cleavage of LC3-PLA2, NBD-HPC fluorescence, 1 h; in the data active = inhibition above about 40%
# Target sequence (Q9Y4P1 whole entry, looked up): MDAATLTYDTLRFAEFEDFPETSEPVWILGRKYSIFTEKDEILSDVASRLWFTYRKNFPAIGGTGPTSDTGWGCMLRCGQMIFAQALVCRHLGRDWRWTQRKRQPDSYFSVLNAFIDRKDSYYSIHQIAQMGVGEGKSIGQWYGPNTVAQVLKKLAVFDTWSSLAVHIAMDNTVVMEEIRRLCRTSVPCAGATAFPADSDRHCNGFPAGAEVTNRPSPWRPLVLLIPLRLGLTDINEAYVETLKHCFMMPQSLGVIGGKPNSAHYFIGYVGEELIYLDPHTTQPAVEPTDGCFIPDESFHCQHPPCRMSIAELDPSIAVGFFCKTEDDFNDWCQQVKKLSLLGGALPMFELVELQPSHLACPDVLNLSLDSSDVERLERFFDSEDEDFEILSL
# MPTP inh: permeability transition pore inhibition | isolated mouse mitochondria, Ca2+ swelling absorbance, 30 min | inhibition, % at 10 µM | actives 1.4% (n = 360,000) | AID 602449;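 active = inhibition of 50% or more, scaled per plate between neutral and stimulator controls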;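 note: 0% = DMSO wells given calcium and 100% = 1 mM EGTA wells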
# mIAP inh: blocks mouse intestinal alkaline phosphatase | purified mouse IAP, CDP-Star luminescence, 30 min | inhibition, % at 10 µM | actives 0.2% (n = 330,000);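 active = inhibition of at least 40% at 10 µM in the primary screen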;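 note: plate controls were DMSO with enzyme for no effect and no enzyme wells for full effect; values of inactives mirror those of a sister screen read the other way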
# A3G deaminase: APOBEC3G (human) deaminase inhibition | recombinant A3G, ssDNA deamination FAM/TAMRA fluorescence | actives 0.28% (n = 330,000) | Q9HC16 | inhibition, % at 20 µM | AID 493012;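 active = inhibition of at least 40% at 20 µM, with no more than 30% in the related APOBEC3A deaminase screen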;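 note: plate controls were DMSO wells with A3G for no effect and wells lacking A3G enzyme for full effect; some compounds called inactive have numbers as strong as hits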
# Target sequence (Q9HC16 whole entry, looked up): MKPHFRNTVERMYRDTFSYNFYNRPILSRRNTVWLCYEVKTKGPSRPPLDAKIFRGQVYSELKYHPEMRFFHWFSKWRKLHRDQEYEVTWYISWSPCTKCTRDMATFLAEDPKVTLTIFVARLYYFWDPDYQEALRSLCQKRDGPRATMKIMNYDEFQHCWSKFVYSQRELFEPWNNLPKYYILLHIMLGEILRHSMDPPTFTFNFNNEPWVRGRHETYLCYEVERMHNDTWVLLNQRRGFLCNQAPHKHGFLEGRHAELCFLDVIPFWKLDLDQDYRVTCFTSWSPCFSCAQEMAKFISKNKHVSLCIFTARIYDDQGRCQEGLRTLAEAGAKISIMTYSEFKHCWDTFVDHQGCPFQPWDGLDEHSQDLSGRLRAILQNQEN
# hIAP act: increases human intestinal alkaline phosphatase activity | purified human IAP, CDP-Star luminescence, 30 min; active compounds read high; 1 = vehicle-only enzyme, 0 = enzyme-free background | activation factor at 10 µM | actives 0.16% (n = 330,000);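 active = activation factor of the enzyme at least 2-fold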; note: the source names both 10 and 20 µM as test concentration; values of inactives mirror those of a sister screen read the other way
# hIAP inh: human IAP inhibition; purified IAP, CDP-Star luminescence, 30 min; actives 0.12% (n = 330,000); AID 2544; inhibition, % at 10 µM; P09923;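 active = inhibition reaching a set limit with compound at 10 µM in the primary screen, cut at about 35% in these data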;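 note: plate controls were DMSO wells with enzyme for no effect and no-enzyme buffer wells for full effect; values of inactives mirror those of a sister screen read the other way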
# Numbers without * were called inactive; · = not tested or not shown.
# Value order: A3G deaminase	mIAP activ	MPTP inh	hIAP inh	mIAP inh	A3A deaminase	beta cell repl	ATG4B inh	hIAP act
- NS(=O)(=O)c1ccc(CCNC(=O)NC23CC4CC(CC(C4)C2)C3)cc1
  -5	1.1	-2.5	-3	-9	5	-1	0	1
- COc1ccc(CC(=O)Nc2cc(S(=O)(=O)Nc3ccc(OC)cc3)ccc2OC)cc1
  -8	1	1.1	-3	-2	-3	-6	-17	1
- Cc1ccccc1NC(=O)CN1C(=O)CSc2ccc(S(=O)(=O)N3CCCC3)cc21
  -2	1	-0.5	29	-5	-5	-3	-9	0.71
- Cc1sc2nc(SCc3nnc(-c4cccs4)o3)n(C3CCCC3)c(=O)c2c1C
  1	0.99	0.7	7	1	6	-5	44*	0.93
- O=C1CSc2ccc(C(=O)NCc3ccccn3)cc2N1
  -6	1.1	-1.3	8	-6	-3	4	3	0.92
- CCn1c2ccc(C)cc2c2n[nH]c(=S)nc21
  0	0.87	-1.0	10	13	-9	1	1	0.9
- COc1ccc(F)cc1S(=O)(=O)NCC(=O)NCc1cc(=O)n(C)c(=O)n1C
  -2	1.1	4.4	6	-9	0	-4	9	0.94
- COc1ccc(NC(=O)C2COc3ccccc3O2)cc1S(=O)(=O)N1CCOCC1 (stereo not given)
  -3	1.1	-0.8	3	-8	3	-2	-8	0.97
- CCOC(=O)CC1CCCCN1C(=O)c1cc(COc2cccc3cnccc23)on1 (stereo not given)
  -9	1.1	102*	-7	-6	-7	-8	23	1.1
- Cc1ccc(-n2nc(C)c(NC(=O)CCl)c2C)cc1C
  -3	1	0.8	11	-3	-1	0	6	0.89
- COc1ccccc1CC(=O)NNC(=O)c1cccs1
  -8	1	2.3	-1	-1	-2	-1	9	1
- CCC(C)NC(=O)c1ccccc1NC(=O)COc1ccc(OC)cc1 (stereo not given)
  -2	1.1	-0.2	2	-7	2	1	1	0.98
- CC(C)OC(=O)CSc1nnc(-c2ccc(O)cc2)n1Cc1ccccc1
  -5	1.1	1.1	-12	-5	-3	-3	-14	1.1
- CC(=O)c1cc(NC(=O)c2ccc(C)cc2)c(=O)oc1/C=C/N(C)C
  -5	0.86	-4.5	6	14	-5	-5	7	0.94
- CCCN(CCC)C(=O)Cn1c(=O)n(CCCCCC(=O)Nc2ccccc2)c(=O)c2sccc21
  -13	1.1	-0.8	-2	-10	-5	-4	31	1
- Cc1ccc(C(=O)N2CCC3(CC2)Oc2ccc(F)cc2C(=O)C32CC(c3cccnc3)=NO2)s1 (stereo not given)
  -13	1	-1.3	-4	-2	-6	-8	-4	1
- Cc1nc2ccc(NC(=O)N(C)c3ccccc3)cc2s1
  -3	1	-2.3	-7	0	-1	-1	18	1.1
- COc1ccc(F)cc1COc1nc(C)nc2ccccc12
  -1	0.99	0.7	-2	1	2	-3	0	1
- COc1ccc(/C=N/NC(=O)c2ccn[nH]2)cc1COc1ccc(F)cc1
  -1	1	-14	-47	-4	1	0	-20	1.5
- CCn1c(CNc2nc(-c3ccccc3)cs2)nnc1SCC(=O)NCc1ccccc1
  -7	1.1	2.2	7	-13	-6	-3	-21	0.93
- CN(C)S(=O)(=O)N1CCN(c2ccc([N+](=O)[O-])c(NC3CC3)c2)CC1
  -8	0.91	1.2	13	9	-3	6	-3	0.87
- CC1=C(C(=O)OCc2ccccc2)C(c2ccc(Cl)cc2)NC(=O)N1CCCC(=O)O (stereo not given)
  1	1.1	·	5	-7	5	1	6	0.95
- Cc1nc(CNC(=O)c2cc(COc3ccc(F)cc3Cl)on2)cs1
  -12	0.91	-9.0	6	9	3	-3	11	0.94
- CN(C)c1ccc(/C=N/NC(=O)c2ccc3nc[nH]c3c2)cc1
  -7	1	1.4	-55	-2	-2	-4	-17	1.6
- COc1ccc(S(=O)(=O)NCC2CCCN(Cc3ccc(OC)cc3F)C2)cc1 (stereo not given)
  -8	1	-2.5	-2	-2	-1	4	27	1
- CC(C)Cc1cc(C(=O)O)n[nH]1
  -7	1	0.6	-4	-4	-5	-2	1	1
- CCC(C)NC(=S)Nc1ccc(C(=O)OC)cc1 (stereo not given)
  -2	1.1	16	14	-11	-1	-2	2	0.86
- O=C(Cc1ccc(S(=O)(=O)N2CCOCC2)s1)Nc1ccc2c(c1)CCC2
  -4	1.2	-0.6	-10	-22	-3	-3	-11	1.1
- CCOc1ccc(C(=S)NC2CCCCC2)cc1OCC
  56*	0.77	-1.9	-18	23	-1	-2	11	1.2
- O=C(c1c(F)cccc1F)N1CCC(n2nnc3cc(C(F)(F)F)ccc32)CC1
  -7	1	1.2	6	-1	1	-1	-2	0.94
- Cc1c(C(=O)O)sc2nc(CSc3nnc(-c4ccc(F)cc4)n3C)[nH]c(=O)c12
  -8	0.91	-1.8	1	10	5	-3	-16	0.99
- CN(CC(=O)c1c(N)n(C)c(=O)n(C)c1=O)c1ccccc1
  -5	0.98	-4.1	-9	2	-1	-2	-3	1.1
- COc1ccc(C(=O)N/N=C/c2ccc(N3CCOCC3)s2)cc1OC
  -7	0.89	-0.6	8	11	-3	7	0	0.93
- COc1ccc(C2c3[nH]c4ccccc4c3C[C@H]3C(=O)N(C4CCN(Cc5ccccc5)CC4)CC(=O)N23)c(OC)c1 (stereo not given in full)
  -3	0.92	0.4	4	8	1	-6	11	0.96
- CC(C)N(CCNC(=O)c1ccc(CS(=O)(=O)c2c(Cl)cccc2Cl)o1)Cc1ccccc1
  -1	0.88	-1.1	1	12	-3	0	15	0.99
- Cc1nn(C)cc1C1C(C#N)=C(N)N(c2cccnc2)C2=C1C(=O)CCC2 (stereo not given)
  0	0.99	0.4	4	1	-1	-1	3	0.96
- COc1ccccc1S(=O)(=O)N1CCn2cccc2C1C (stereo not given)
  -11	0.95	0.7	-4	5	-6	1	7	1
- Cc1ccc(NC(=O)CSc2ccc(S(=O)(=O)N3CCCC3)cn2)cc1F
  -9	1.1	2.1	-17	-14	0	-3	-6	1.2
- O=C(NCCCn1ccnc1)c1ccccc1F
  -6	1.1	1.3	-8	-9	-4	4	1	1.1
- C=CCOc1ccc(C2N3CC4(C)CN2CC(CCC)(C3)C4=O)cc1 (stereo not given)
  0	1	-0.8	-4	-4	2	0	-2	1
- COc1ccc2[nH]c(=O)c(CN(Cc3cccnc3)S(=O)(=O)c3ccccc3F)cc2c1
  0	0.95	-0.6	-1	5	1	0	-5	1
- COc1cccc(CNC(=O)C23CN(Cc4ccccc4)CC2C(c2ccc([N+](=O)[O-])cc2)=NO3)c1 (stereo not given)
  -11	0.91	0.7	-20	9	-5	-5	-8	1.2
- O=c1cc(/C=C/c2cccs2)[nH]c2ccccc12
  -7	1	-1.8	1	-2	-2	2	0	0.99
- O=C1CC(c2ccco2)Cc2nc(NCC3CCCO3)ncc21 (stereo not given)
  -2	1	-4.6	-7	-5	1	-2	-8	1.1
- CCC1=NC(c2ccc(OC)c(OC)c2)N(O)C1(C)C (stereo not given)
  -6	0.97	1.8	-2	3	-5	-3	-15	1
- Cc1cc(C)nc(N2CCCC(C(=O)NCc3ccccc3)C2)n1 (stereo not given)
  2	1	-0.8	13	-5	1	0	5	0.87
- O=C(CCc1nc2sc3c(c2c(=O)[nH]1)CCCC3)NCCc1ccc(F)cc1
  2	1	-0.6	4	-3	8	0	-1	0.96
- CCCNC(=S)NCc1ccc(Cl)cc1
  1	0.96	1.0	-17	4	5	0	3	1.2
- COc1ccc(C(=S)NCS(=O)(=O)c2ccc(C)cc2)cc1
  -2	0.95	3.0	-5	5	1	0	8	1.1
- COc1cc2nc(SCc3ccc(F)cc3)n(Cc3cccs3)c(=N)c2cc1OC
  3	1.3	7.5	4	-30	2	-3	-10	0.96
- C/C(=N\N=C\c1ccccc1)c1nnn(-c2nonc2N)c1C
  -1	0.93	-0.7	4	7	-1	0	-12	0.96
- O=C(Nc1ccccn1)c1ccc2ccccc2c1O
  1	1	-0.7	15	0	-3	0	-2	0.85
- CCc1ccc(N(CC(=O)Nc2ccccc2C(=O)N2CCOCC2)S(C)(=O)=O)cc1
  -8	1.1	2.9	1	-6	-1	1	8	0.99
- COc1cccc(OCc2nc3c4cnn(-c5ccccc5)c4ncn3n2)c1
  -5	1	2.3	8	-1	4	1	-1	0.93
- COC(=O)c1sc(OC)cc1OCc1ccc(C)cc1
  -2	0.98	-1.0	6	2	0	0	-2	0.94
- COc1ccc(OC)c2[nH]c(=O)c(CCNS(=O)(=O)c3ccccc3)cc12
  1	1.1	-1.2	-61	-7	8	-2	-11	1.6
- CC(=O)c1ccc(NC(=O)c2cccs2)cc1
  1	0.9	0.1	22	10	-2	-2	-12	0.78
- CCN1CCN(C(=O)c2cc3cc(Cl)ccc3[nH]2)CC1
  -1	1	-0.3	6	-3	2	-5	-1	0.94
- CCn1c(SCC(=O)c2ccc3c(c2)OCCO3)nnc1C(C)C
  -3	0.91	-0.9	4	9	-2	0	2	0.96
- CCN(Cc1ccccc1)c1ccc(/C=N/N=C(N)N)cc1
  -4	0.88	4.5	5	12	-1	-6	17	0.95
- COc1ccc2c(c1)CCc1c(C(=O)NCCN3CCOCC3)noc1-2
  -4	1	-0.4	-9	-1	-4	5	0	1.1
- COc1ccc(S(=O)(=O)Nc2cc3c(C(C)=O)c(C)oc3c3ccccc23)cc1
  -3	1.1	0.1	-4	-13	-2	-6	-23	1

# 11 compounds from above, arranged by length of the SMILES, rising.
# Value order: A3G deaminase	mIAP activ	MPTP inh	hIAP inh	mIAP inh	A3A deaminase	beta cell repl	ATG4B inh	hIAP act
- O=C(Nc1ccccn1)c1ccc2ccccc2c1O
  1	1	-0.7	15	0	-3	0	-2	0.85
- CCC1=NC(c2ccc(OC)c(OC)c2)N(O)C1(C)C (stereo not given)
  -6	0.97	1.8	-2	3	-5	-3	-15	1
- CCN1CCN(C(=O)c2cc3cc(Cl)ccc3[nH]2)CC1
  -1	1	-0.3	6	-3	2	-5	-1	0.94
- C/C(=N\N=C\c1ccccc1)c1nnn(-c2nonc2N)c1C
  -1	0.93	-0.7	4	7	-1	0	-12	0.96
- COc1ccc(C(=O)N/N=C/c2ccc(N3CCOCC3)s2)cc1OC
  -7	0.89	-0.6	8	11	-3	7	0	0.93
- C=CCOc1ccc(C2N3CC4(C)CN2CC(CCC)(C3)C4=O)cc1 (stereo not given)
  0	1	-0.8	-4	-4	2	0	-2	1
- Cc1ccc(NC(=O)CSc2ccc(S(=O)(=O)N3CCCC3)cn2)cc1F
  -9	1.1	2.1	-17	-14	0	-3	-6	1.2
- COc1cc2nc(SCc3ccc(F)cc3)n(Cc3cccs3)c(=N)c2cc1OC
  3	1.3	7.5	4	-30	2	-3	-10	0.96
- Cc1nn(C)cc1C1C(C#N)=C(N)N(c2cccnc2)C2=C1C(=O)CCC2 (stereo not given)
  0	0.99	0.4	4	1	-1	-1	3	0.96
- CCc1ccc(N(CC(=O)Nc2ccccc2C(=O)N2CCOCC2)S(C)(=O)=O)cc1
  -8	1.1	2.9	1	-6	-1	1	8	0.99
- COc1ccc(C2c3[nH]c4ccccc4c3C[C@H]3C(=O)N(C4CCN(Cc5ccccc5)CC4)CC(=O)N23)c(OC)c1 (stereo not given in full)
  -3	0.92	0.4	4	8	1	-6	11	0.96

# Rows are unselected. About 3.3% of those tested had a hit in this group.
